S-ASM inh: Inhibitors of Secretory Acid Sphingomyelinase (S-ASM): qHTS. Potency, µM (highest dose often 57.5 µM), for inactives: top-dose activity change, negative = inhibition, most hits filed as inhibitors. placental ASM, HMU-PC fluorogenic substrate, 60 min. Sphingomyelin phosphodiesterase (Homo sapiens), P17405. actives 0.006% (n = 340,000); note: potency is the fitted concentration of half-maximal effect
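Human placenta-derived ASM preincubated with compound 10 min at room temperature, then reacted with 9 uM (final) fluorogenic HMU-PC substrate for 60 min at 37 C. Stop solution raises pH to 10; fluorescence read at Ex 386/Em 447 nm.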
ELG1 genotox: qHTS screen for small molecules that induce genotoxicity in human embryonic kidney (HEK293T) cells expressing luciferase-tagged ELG1 | Potency, µM (titrated, usually from 46 µM), without a hit: at the highest dose activity change, positive = activation, usual class: activators | HEK293T ELG1-luciferase reporter, luminescence, 16 h | AID 504466, 2011 | actives 1.3% (n = 330,000); note: potency is the fitted concentration of half-maximal effect; % of control where 0% means no effect; nearly all actives have a fitted effect of over 60% in size
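16 hr compound incubation (37 °C, 5% CO2) of HEK293T cells carrying luciferase-tagged ELG1; luciferase then measured by ONE-Glo luminescence after 30 min at RT.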
TRPV1 ag: HTS Assay for Compounds that Act as Agonists of the Vanilloid Receptor 1 | activation, % at 8.33 µM | AID 540275, 2011 | Transient receptor potential cation channel subfamily V member 1 (Homo sapiens), Q8NER1 | TRPV1-expressing cells, Fluo-8 calcium influx, agonist mode | actives 0.19% (n = 320,000); in the data active = activation above about 80%; inconclusive = between about 30% and that limit; note: 0% is about no effect
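TRPV1-expressing cells were cultured overnight at 35.5C and loaded with Fluo-8 calcium dye for 40 to 90 min at room temperature. After a 10 s baseline, compound was added and calcium influx was read kinetically for 3 min (ex 480/em 520 nm).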
USP2a block: qHTS Assay for Inhibitors of Ubiquitin-specific Protease USP2a Using CHOP2 as the Reporter; AID 463254, 2010; Potency, µM (highest dose often 38.3 µM), inactives show top-dose activity change, negative = inhibition, usual class: inhibitors; actives 0.01% (n = 330,000); USP2 core, Ub-CHOP2 coupled fluorogenic reporter, 485/531;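 note: potency is the fitted concentration of half-maximal effect; plate controls were DMSO wells for no effect and full inhibition by NEM control for full effect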
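USP2 core (10nM final) preincubated 30min RT with compound in 20mM Tris-HCl pH 8.0, 2mM CaCl2, 2mM beta-mercaptoethanol, 0.05% CHAPS; 25nM Ub-CHOP2 plus 25nM reporter substrate added, fluorescence (Ex485/Em531) read after 60min.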
Integrin act MD: qHTS for Activators of Integrin-Mediated Alleviation for Muscular Dystrophy | Potency, µM (titrated, usually from 38.3 µM), for inactives: at the highest dose activation, hits mostly activators | actives 0.064% (n = 350,000) | alpha7betagal myoblasts, beta-gal FDG fluorescence, 48 h;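 note: potency is the fitted concentration of half-maximal effect; 100% = response of the positive control SU9516; nearly all actives have a fitted effect of over 60% in size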
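Alpha7betagal+/- myoblasts (passage 13) were plated 16-24 hr, then exposed to compounds (1:260 dilution of DMSO stock) for 48 hours at 37C. After MPER lysis, β-galactosidase reporter activity was read as FDG fluorescence (ex 480/em 540) after 30 minutes.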
p53 reactivator: qHTS assay for re-activators of p53 using a Luc reporter; actives 0.063% (n = 320,000); H1299 p53-A138V BP100-luciferase reporter, luminescence, 24 h; Potency, µM (series often up to 92.2 µM), for the others: at the top dose activity change, positive = activation, usual class: activators; note: potency is the fitted concentration of half-maximal effect; % of control where 0% means no effect; nearly all actives have a fitted effect of over 45% in size
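H1299 (p53-null), stable ts p53-A138V + BP100-Luc; 1000 cells/well, Opti-MEM/10% FBS; cpd 4 pt, 1:5; 24 h, 37 deg C, 5% CO2; detection reagent 10 min RT; luminescence.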
B2AR arrestin: qHTS assay of beta-arrestin-biased ligands of beta2-adrenergic receptor; Beta-2 adrenergic receptor (Homo sapiens), P07550; beta-arrestin recruitment to beta2AR, cell-based reporter; Potency, µM (highest dose often 46.1 µM), inactives show top-dose activation, actives largely listed as activators; actives 0.02% (n = 330,000);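 note: potency is the fitted concentration of half-maximal effect; 0% = DMSO controls and full agonism = EC100 isoproterenol or metaproterenol; nearly all actives have a fitted effect of over 65% in size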
Target sequence (P07550 whole entry, looked up): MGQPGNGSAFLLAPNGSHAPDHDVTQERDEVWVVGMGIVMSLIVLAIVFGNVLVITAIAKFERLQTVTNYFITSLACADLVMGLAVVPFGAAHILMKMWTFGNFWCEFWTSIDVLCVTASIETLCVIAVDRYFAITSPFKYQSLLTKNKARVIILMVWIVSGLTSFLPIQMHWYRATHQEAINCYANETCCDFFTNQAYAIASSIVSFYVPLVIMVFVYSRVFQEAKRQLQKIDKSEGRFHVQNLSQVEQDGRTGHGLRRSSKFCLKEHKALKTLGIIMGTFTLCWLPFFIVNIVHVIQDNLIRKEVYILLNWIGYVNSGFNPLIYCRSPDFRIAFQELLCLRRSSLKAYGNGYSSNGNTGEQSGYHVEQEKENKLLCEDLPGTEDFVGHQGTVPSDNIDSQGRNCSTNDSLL
BRCA1 expr act: qHTS Assay to Identify Small Molecule Activators of BRCA1 Expression. Potency, µM (series often up to 46.1 µM), inactives show at the highest dose activation, usual class: activators. MCF7-BRCA1-FFLuc reporter, luminescence, 48 h; response scale: scaled: vehicle 0%, 10 µM genistein 100%. actives 1.1% (n = 380,000); note: potency is the fitted concentration of half-maximal effect; nearly all actives have a fitted effect of over 80% in size; some results filed as inactive show a strong effect at the top dose
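48 h compound treatment of MCF7-BRCA1-FFLuc cells (phenol-red free MEM, 37 °C), then 15 min with luciferase substrate and luminescence imaging.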
PTAP TSG101 blk: qHTS Assay for Iinhibitors of HIV-1 Budding by Blocking the Interaction of PTAP/TSG101 | AID 493005, 2010 | 340,000 tested, under 10 active | Fluorescence polarization, FITC-PTAP peptide / Tsg101 binding | Tumor susceptibility gene 101 protein (Homo sapiens), Q99816 | Potency, µM (top dose mostly 115 µM), for the others: at the top dose activity change, negative = inhibition, actives largely listed as inhibitors; active = well fitted inhibition curve with a large enough effect in the main read-out, with a control signal flat, not every such curve was filed as active; inconclusive = small, poorly fitted or top-dose-only effect, or effect the other way, or a change in a side signal; inactive = no such curve, though single readings can be large or run the other way; note: potency is the fitted concentration of half-maximal effect; % of control where 0% means no effect
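Fluorescence polarization binding of Tsg101 binding domain (10 uM final) to FITC-labeled PTAP peptide (50 nM final) in HEPES pH 7.5 buffer with NaCl, Tween 20, EDTA, TCEP. Compounds added before peptide; binding 20 min at RT.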
uPA surface inh: qHTS for Inhibitors of Cell Surface uPA Generation; cell surface uPA generation assay, qHTS; Potency, µM (titrated, usually from 38.3 µM), inactives show top-dose activity change, negative = inhibition, hits mostly inhibitors; actives 0.31% (n = 330,000); AID 540303, 2011; active = well fitted inhibition curve with a large enough effect; inconclusive = small, poorly fitted or top-dose-only effect; inactive = no such curve, though single readings can be large or run the other way; tested in mouse RAW 264.7 cells; note: potency is the fitted concentration of half-maximal effect; % is set by controls: 0 for no effect and ±100 for the full control effect; nearly all actives have a fitted effect of over 55% in size
Eya2 inh: qHTS Assay for Inhibitors of the Phosphatase Activity of Eya2; Potency, µM (top dose mostly 76.9 µM), for inactives: top-dose activity, negative = inhibition, most hits filed as inhibitors; Protein phosphatase EYA2 (Homo sapiens), O00167; recombinant Eya2, OMFP fluorescence dephosphorylation (OMFP is methylfluorescein phosphate); actives 0.006% (n = 330,000); note: potency is the fitted concentration of half-maximal effect; % is set by controls: 0 for no effect and ±100 for the full control effect
Target sequence (O00167 whole entry, looked up): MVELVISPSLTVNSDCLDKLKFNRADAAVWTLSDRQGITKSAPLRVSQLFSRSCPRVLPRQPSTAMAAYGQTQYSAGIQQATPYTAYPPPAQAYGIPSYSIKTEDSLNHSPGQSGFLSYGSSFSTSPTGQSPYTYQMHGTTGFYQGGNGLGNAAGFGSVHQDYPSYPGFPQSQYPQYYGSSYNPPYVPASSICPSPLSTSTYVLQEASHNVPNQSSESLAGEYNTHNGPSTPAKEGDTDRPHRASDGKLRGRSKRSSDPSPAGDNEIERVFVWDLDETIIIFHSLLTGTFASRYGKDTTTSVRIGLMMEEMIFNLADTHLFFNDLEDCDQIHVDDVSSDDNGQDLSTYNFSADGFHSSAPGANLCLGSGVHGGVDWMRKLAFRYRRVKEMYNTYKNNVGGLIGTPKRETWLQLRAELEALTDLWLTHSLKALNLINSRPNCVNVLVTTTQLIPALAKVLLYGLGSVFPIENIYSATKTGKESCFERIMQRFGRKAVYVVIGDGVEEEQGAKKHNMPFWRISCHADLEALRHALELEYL
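Eya2 protein (added as 0.2 uM solution) was preincubated with compound for 10 min at ambient temperature in 50 mM HEPES pH 7.5, 50 mM NaCl, 5 uM MgCl2, 0.05% BSA, 1 mM DTT. OMFP (added at 50 uM) then reacted 10 min; fluorescence read at 485/525 nm.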
Starred values were filed as active, the others as inactive; u = inconclusive; x = not tested or not shown; [ ] = another dose, or the depositor's remark. Unless noted, calls come from the whole dose curve; as a rule, active = well fitted curve in the direction sought with a large enough effect; inconclusive = small, poorly fitted or top-dose-only effect, or another doubt; inactive = no such curve, though single readings can be large; an effect the other way counts as inactive or inconclusive.

SMILES,S-ASM inh,ELG1 genotox,TRPV1 ag,USP2a block,Integrin act MD,p53 reactivator,B2AR arrestin,BRCA1 expr act,PTAP TSG101 blk,uPA surface inh,Eya2 inh
Cc1ccc(-c2csc3nnc(SCC(=O)N4CCN(Cc5ccccc5)CC4)n23)cc1,1%,-2%,15,1%,-17%,8%,0.5%,0%,0%,-1%,-3%
Cc1cccn2c(=O)c(C=O)c(N3CCN(c4ccccc4)CC3)nc12,-6%,-3%,u,1%,5%,-2%,-0.1%,-54%,-6%,-5%,-3%
Cc1ccc(S(=O)(=O)N2[C@@H](c3cccc(Cl)c3)C(C(=O)O)=CC[C@H]2c2ccc(Cl)c(Cl)c2)cc1,0%,-3%,-3,2%,-2%,5%,0.1%,-10%,4%,-1%,9%
c1ccc(CSc2nnc(-c3ccco3)n2Cc2ccccc2)cc1,2%,u,5,1%,-23%,u,0.1%,142%,-7%,6%,-21%
COc1ccc(C2CC(c3ccccc3)=NN2C(=O)c2cccs2)cc1 (stereo not given),-10%,3%,0,-5%,15%,u,-1.0%,82%,-6%,x,-3%
COc1cccc(COC(=O)C2CC(=O)N(Cc3ccco3)C2)c1OC (stereo not given),2%,-5%,0,1%,-13%,-13%,-0.8%,-6%,-1%,0%,4%
CC(=O)Nc1cccc(NC(=O)c2ccc(COc3ccccc3)cc2)c1,-1%,15µM*,1,-2%,-20%,u,3.9%,2.2µM*,-2%,0%,14%
NC(=O)C1CCN(C(=O)c2cnn(-c3ccccc3)c2NC(=O)c2cccc(F)c2)CC1,0%,-1%,-3,1%,10%,-3%,0.0%,-1%,1%,3%,-11%
CCCc1nc(N)c(C#N)c(-c2ccco2)c1CC,15%,0%,0,-2%,5%[7.66 µM],-5%,0.1%,-34%,-1%,x,-30%
O=C(O)c1ccc2c(c1)OCCO2,2%,-1%,-3,0%,11%,0%,-1.1%,-6%,-2%,-1%,2%
CC[C@@H](C)[C@@H]1CN([C@@H](C)CN2CCC[C@H]2CN2C(N)=NC[C@H]2C(C)C)C(=N)N1CCc1ccc(Cl)c(Cl)c1,-3%,1%,x,1%,0%,2%,-0.9%,0%,0%,-3%,4%
CCOCCCNC(=O)Cc1c(C(=O)O)[nH]c2ccc(Cl)cc12,3%,0%,0,2%,29%,0%,-0.4%,2%,-1%,5%,-14%
COc1ccc(C(=O)NNC(=O)CSc2nnc3ccccn23)cc1OC,4%,-2%,x,-1%,-1%,-1%,0.0%,-4%,-3%,1%,-3%
Cc1cc(C)nc(SCc2cccc(C(=O)O)c2)n1,5%,1%,2,0%,0%,-6%,-0.4%,-4%,-4%,11%,1%
Cc1ccc(N2C(S)=C(C#N)C(=O)NC2c2cccs2)cc1 (stereo not given),1%,-1%,-10,0%,-19%,u,5.1%,3%,-3%,u,-2%
Cc1ccc(C(=O)N2CCC(Cc3ccccc3)CC2)cc1[N+](=O)[O-],-3%,-13%,28,0%,-6%,-1%,0.0%,-33%,0%,2%,3%
Cc1c(C(=O)N2CCCC2)c(S(=O)(=O)NCC(C)c2ccccc2)c(C)n1C (stereo not given),1%,2%,0,2%,15%,-3%,0.1%,21%,-6%,-9%,0%
O=C(CSc1nc2ccccc2c(=O)n1CCCN1CCOCC1)Nc1cccc(S(=O)(=O)N2CCCCCC2)c1,-4%,-7%,-1,3%,-9%,-13%,-1.2%,-74%,-4%,-9%,1%
CC(=O)C1=NOC(CNC(=O)c2c(-c3ccccc3Cl)noc2C)C1 (stereo not given),0%,2%,-5,1%,-7%,0%,-0.1%,-1%,-2%,-5%,-3%
Cc1cc2n(n1)C(c1sccc1C)Nc1ccccc1-2 (stereo not given),-1%,4%,0,3%,-17%,-1%,0.4%,-19%,1%,-7%,-11%
Cc1ccccc1OCCNC(=S)Nc1ccccc1,-1%,-4%,u,1%,-18%,-1%,-0.5%,10%,-17%,-6%,-16%
O=C(Cc1cccs1)NCc1cccs1,1%,2%,-2,2%,1%[7.66 µM],-1%,-0.4%,37%,-6%,x,3%
COCCN(CC(=O)NCc1ccccc1)C(=O)CCC(=O)Nc1ccccn1,4%,-1%,0,1%,-24%[1.53 µM],6%,-0.2%,-10%,1%,-3%,-35%
COc1ccc(CCNC(=O)CSCc2ccc(Br)cc2)cc1OC,-1%,-7%,18,1%,19%,-23%,-0.5%,-2%,-3%,3%,-2%
CC(NC(=O)C1CCCCC1)c1ccc2c(c1)OCCO2 (stereo not given),5%,-1%,6,1%,24%,20%,0.3%,-15%,5%,-1%,1%
COC(=O)c1ccc(Oc2nc(N3CCCCC3)nc(N3CCOCC3)n2)cc1,-12%,-1%,17,-4%,15%,8%,-0.8%,0%,-6%,2%,8%
O=C(c1c[nH]c(C(=O)N2CCN(Cc3ccccc3)CC2)c1)C1CCCCC1,-1%,0%,u,1%,-18%,-3%,-0.3%,0%,-2%,28%,6%
CN(C)Cc1cccc(-c2ccccc2)c1O,-3%,x,x,x,13%,x,x,-3%,-6%,-4%,x
O=C(COC(=O)[C@H](Cc1ccccc1)NC(=O)c1cccs1)Nc1ccccc1C(F)(F)F,1%,2%,8,7%,-10%,-2%,-0.2%,31%,-2%,-1%,-9%
Cc1cccc(NC(=O)COC(=O)CNC(=O)C2CCCCC2)c1,-1%,9%,-5,3%,-11%,3%,0.5%,-5%,-3%,1%,-2%
Cc1ccc(C(=O)N2CCCC(Nc3ccc(C(C)C)cc3)C2)cn1 (stereo not given),-1%,-6%,u,4%,4%,-4%,-0.1%,-8%,0%,7%,2%
O=S(=O)(c1ccc(Oc2ccc(S(=O)(=O)N(CCO)CCO)cc2)cc1)N(CCO)CCO,3%,6%,-5,3%,-2%,-5%,0.3%,26%,-1%,10%,7%
CCC(C)Sc1nnc(CNC(=O)C23CC4CC(CC(C4)C2)C3)n1C1CCCCC1 (stereo not given),0%,-7%,20,-4%,9%,-9%,-0.3%,-44%,-1%,11%,5%
Cn1c(/C(C#N)=C(\O)c2cc(Cl)sc2Cl)nc2ccccc21,0%,-5%,2,5%,-22%,7%,0.1%,-60%,-3%,-17%,1%
CCC(=O)N1CCN(c2ccc(NC(=O)c3ccc(N4CCCC4)c([N+](=O)[O-])c3)cc2)CC1,2%,13%,-2,2%,-10%,2%,-1.0%,-1%,-2%,-4%,9%
Cc1cc(C)n2nc(C(=O)OCC(=O)N3C(C)CCCC3C)nc2n1 (stereo not given),1%,11%,1,1%,8%,-3%,-0.8%,-2%,-7%,0%,-6%
COc1ccc(C(c2c(C)n(C)n(-c3ccccc3)c2=O)c2c(C)n(C)n(-c3ccccc3)c2=O)cc1O,x,-1%,-3,-1%,x,1%,0.5%,-43%,x,x,-3%
COc1ccccc1NC(=O)CN1CCN(CC(=O)Nc2ccc(F)cc2F)CC1,4%,15%,2,2%,19%,u,0.6%,42%,-2%,2%,6%
O=C(NCc1ccccn1)c1cccn1-c1ncc(C(F)(F)F)cc1Cl,9%,4%,-2,3%,0%,1%,0.2%,0%,-3%,-3%,7%
CC(=O)Nc1ccc(NC(=O)CCCNC(=O)c2ccc(Cl)cc2)cc1,5%,-2%,-2,0%,u,-1%,-0.4%,-31%,-1%,-1%,-25%
O=C(CCOc1ccccc1)Nc1ccc(S(=O)(=O)Nc2ncccn2)cc1,3%,2%,0,0%,-2%,9%,-0.2%,3%,0%,3%,26%
O=C(NCc1cn2ccsc2n1)c1c(F)cccc1Cl,-1%,-3%,-1,-3%,4%,u,-0.2%,0%,-9%,-10%,3%
CCOc1cc(N2CCOCC2)c(OCC)cc1NC(=O)c1c(C)noc1C,2%,3%,0,1%,-2%,5%,-0.2%,-13%,-3%,9%,-24%
COc1ccc(C(=O)NCC(=O)NCC(=O)OCc2ccc(Cl)cc2)cc1,-1%,2%,4,0%,7%,11%,-0.1%,-13%,0%,17%,-1%

Bioassay records from PubChem BioAssay.

Compounds as they come. About 2.6% of those tested had a hit in this group.
